High-throughput results (PubChem BioAssay)
dFosB act = activators of delta FosB homodimer, primary screen, biochemical, fluorescence polarization, TAMRA-CDK5 oligo, single point | Protein FosB (Mus musculus), P13346 | purified delta FosB; percent of positive-control signal above neutral wells | activation, % at 25 µM | 340,000 compounds, 0.99% hits;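 active means mean activation above about 17%, with every replicate also reaching it, limit read from the data, passing the limit was not always enough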;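 further: fluorescence polarization rise as delta FosB binds a TAMRA Cdk5 AP-1 oligo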
SR-BI DiI inh = inhibitors of SR-BI mediated HDL lipid uptake, primary screen, ldlA[mSR-BI] cells, fluorescence, single point | Scavenger receptor class B member 1 (Mus musculus), Q61009 | ldlA[mSR-BI] CHO cells, DiI-HDL uptake fluorescence, 3 h | inhibition, % at 12.5 µM | 320,000 compounds, 0.96% hits;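 active means mean replicate inhibition of at least 70% and a set share of replicates each scoring 70 or more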;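 further: 0% = median of neutral control wells and 100% = median of positive control wells; values of inactives mirror those of a sister screen read the other way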
CDK5 inh = inhibitors of human CDK5/p35 kinase, primary screen, biochemical, single concentration. Recombinant CDK5/p35, ADP-Glo luminescence, 60 min. Cyclin-dependent kinase 5 (Homo sapiens) + Cyclin-dependent kinase 5 activator 1 (Homo …. 330,000 compounds, 0.01% hits. inhibition, % at 10 µM;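 active means highest replicate inhibition of at least 50% and at least 75% of replicates reaching 50%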;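 further: plate controls were DMSO neutral control for no effect and GW8510 at 10 µM for full effect; many of its hits are not listed in these tables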
cardiac RTF act = cardiac RTF calcium sensitivity activators, primary screen, biochemical, IANBD-TnC fluorescence, EC20 calcium | Troponin I, cardiac muscle (Homo sapiens) + Troponin T, cardiac muscle (Homo sapiens) + … | IANBD-labeled TnC RTF fluorescence at EC20 calcium; 0% EC20 calcium, 100% full calcium | activation, % at 7.2 µM | 340,000 compounds, 0.24% hits;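 active means activation above the mean over all tested compounds plus 3 SD, cut at about 30% in these data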;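 further: rise in fluorescence read as greater calcium sensitivity of cardiac thin filaments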
HTR5A ag = HTR5A agonists in luminescence cell assay, primary screen, counter-screen for OPRM1-OPRD1 heterodimer agonist project, full-deck HTS. cell-based. activation, % at 9.3 µM. 340,000 compounds, 0.61% hits; in the data active means activation mostly above about 9.5%, no sharp cut-off; inactive means mostly below about 7.6%;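 further: 0% = cells with vehicle only and 100% = reference agonist; strong numbers were not always called active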
Target sequence (P47898 whole entry, looked up): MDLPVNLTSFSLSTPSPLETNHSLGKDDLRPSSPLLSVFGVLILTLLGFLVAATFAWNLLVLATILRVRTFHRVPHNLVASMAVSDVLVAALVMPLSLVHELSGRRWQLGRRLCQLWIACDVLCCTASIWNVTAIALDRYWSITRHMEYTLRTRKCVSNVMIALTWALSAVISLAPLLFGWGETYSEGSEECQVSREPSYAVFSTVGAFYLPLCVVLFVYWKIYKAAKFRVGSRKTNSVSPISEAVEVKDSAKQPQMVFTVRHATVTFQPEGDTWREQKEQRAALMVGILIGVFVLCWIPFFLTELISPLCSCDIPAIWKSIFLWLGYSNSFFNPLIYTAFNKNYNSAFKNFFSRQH
PvdQ acylase = P. aeruginosa PvdQ acylase inhibitors, primary screen, biochemical, fluorescence, plate reader and imaging, single point | PvdQ acylase [Pseudomonas aeruginosa LESB58] | purified PvdQ acylase | inhibition, % at 10 µM | 340,000 compounds, 0.063% hits | AID 488965, 2010; in the data active means inhibition above about 30%, passing the limit was not always enough;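 further: 0% = vehicle neutral wells and 100% = reference inhibitor wells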
SR-BI uptake up = activators of SR-BI mediated DiI-HDL uptake, primary screen, ldlA[mSR-BI] CHO cells, DiI fluorescence | activation, % at 12.5 µM | 320,000 compounds, 0.096% hits | 3 h; 100 = double the neutral-control signal;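 active means mean replicate activation of at least 60% and every replicate at or above 60%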;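 further: 0% = median plate neutral-control signal and 100% = twice that signal; values of inactives mirror those of a sister screen read the other way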
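Material: SR-BI-overexpressing, LDLR-lacking CHO cells | Dosing: Single compound concentration, delivered by pin transfer | Probe or stimulus: Labelled HDL, 10 µg/mL | Signal: Bottom-read cell fluorescence after medium removal, ex 550/em 595 nm | Schedule: 3 h, 37 °C | Evaluation: HDL uptake via cellular fluorescence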
Rtt109 HAT inh = inhibitors of C. albicans Rtt109/Vps75 HAT, primary screen, biochemical, ThioGlo CoA-SH fluorescence, plate reader. Histone acetyltransferase RTT109 (Candida albicans (strain SC5314 / ATCC MYA-2876)), …. purified Rtt109/Vps75, 4 h. inhibition, % at 34.9 µM. 330,000 compounds, 0.16% hits;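 active means inhibition of at least 50% in every replicate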
Target sequence (Q5AAJ8 whole entry, looked up): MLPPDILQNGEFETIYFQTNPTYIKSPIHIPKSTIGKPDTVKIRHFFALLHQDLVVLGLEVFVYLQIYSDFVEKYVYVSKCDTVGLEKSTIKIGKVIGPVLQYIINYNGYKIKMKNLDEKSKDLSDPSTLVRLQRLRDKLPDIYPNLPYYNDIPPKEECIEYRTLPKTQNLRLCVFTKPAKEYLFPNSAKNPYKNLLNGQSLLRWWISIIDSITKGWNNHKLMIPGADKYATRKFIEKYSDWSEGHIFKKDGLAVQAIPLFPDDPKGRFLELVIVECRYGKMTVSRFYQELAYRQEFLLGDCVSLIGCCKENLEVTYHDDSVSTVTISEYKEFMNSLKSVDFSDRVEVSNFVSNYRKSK
Wnt act = Wnt/beta-catenin pathway activators, primary screen, cell-based, plate reader, single point. Wnt/beta-catenin reporter cell assay, activator. activation, % at 9.35 µM. 300,000 compounds, 1.2% hits. AID 743398, 2014; in the data active means activation above about 30%, passing the limit was not always enough;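 further: 0% = neutral control wells and 100% = positive control wells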
MITF act = activators of MITF-driven TRPM1 promoter reporter, primary screen, cell-based, SK-MEL-5, luciferase, single point; SK-MEL-5 TRPM1-promoter luciferase, 24 h; % of positive control, neutral wells = 0; activation, % at 12.5 µM; 300,000 compounds, 0.75% hits;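 active means mean activation of at least 80% with every replicate also reaching 80%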;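 further: 0% = neutral control wells and 100% = parthenolide positive control wells; values of inactives mirror those of a sister screen read the other way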
The depositor's hits bear a star; . = not tested or not shown.

structure,dFosB act,SR-BI DiI inh,CDK5 inh,cardiac RTF act,HTR5A ag,PvdQ acylase,SR-BI uptake up,Rtt109 HAT inh,Wnt act,MITF act
COc1ccc(OCC(=O)Nc2cccc(NC(=O)COc3ccc(OC)cc3)n2)cc1,-8,-10,0.1,-3,-3,9,10,4,.,32
CCOC(=O)c1ccc2c(c1)nc(SCC(=O)c1ccco1)n2CC,-15,27,-0.1,-1,-3,-8,-27,0,2,22
O=C(Nc1ccc(C(F)(F)F)cc1)c1ccccc1Br,-4,7,-1.4,2,5,-4,-7,-20,6,66
Cc1cc(=O)[nH]c(SCC(=O)c2ccc(C)c(C)c2)n1,1,14,-1.8,3,-3,5,-14,-3,.,-4
O=C(O)c1cccc(-n2nnnc2SCc2ccccn2)c1,-3,-25,-2.6,2,0,-9,25,4,-1,-6
O=[N+]([O-])c1ccc(N2CCNCC2)c(S(=O)(=O)N2CCOCC2)c1,0,-23,2.9,12,10,-26,23,-2,-3,11
O=C(CN(c1cccc([N+](=O)[O-])c1)S(=O)(=O)c1ccccc1)NCc1ccccc1,-2,34,-0.5,5,2,-8,-34,-8,-1,3
CN1CCN(/N=C/c2ccc(-c3ccc([N+](=O)[O-])cc3Cl)o2)CC1,8,12,0.7,6,3,-3,-12,22,0,28
C=CCOc1c(Cl)cc(CNCCCN2CCOCC2)cc1OC,1,4,0.1,1,3,-16,-4,-1,-1,5
O=C(NCCNC(=O)c1cc(Cl)ccc1Cl)c1ccccn1,-8,.,1.4,-6,3,-8,.,-13,-1,3
CC1=Nn2c(nnc2-c2ccc(F)cc2)SC1,-2,-7,-0.3,-2,-1,-7,7,.,2,.
C[C@@H]1CC2OC(=O)[C@@]3(C)C(=O)CC[C@@](C)(C23)[C@@]1(O)CCc1ccoc1 (stereo not given in full),0,-27,-0.6,1,3,6,27,-8,-2,1
CN(C)c1cccc(C(=O)Nc2nc3ccccc3[nH]2)c1,9,56,1.2,-6,-1,-6,-56,0,-5,10
Cc1ccc(C(=O)Oc2coc(CSc3nnc(NC(=O)c4cccs4)s3)cc2=O)cc1C,5,-1,-2.0,6,3,-15,1,0,.,1
O=C(O)CCC(=O)NCCc1cccc(Cl)c1,-2,1,-1.4,1,-2,-7,-1,-4,0,6
CC(C)CN1C2CCCC1CC(NC(=O)c1ccc([N+](=O)[O-])cc1)C2 (stereo not given),-2,21,0.8,4,6,-11,-21,-1,-2,9
CC1CCN(CC(=O)Nc2ccc(Cl)cc2[N+](=O)[O-])CC1,-10,-4,-1.5,-4,9,0,4,-2,0,12
Cc1ccc2nc(NC(=O)COC(=O)c3ccncc3)sc2c1,-9,-3,-0.6,-6,1,-16,3,1,26,72
Cc1ccc(NC(=O)C(C)OC(=O)CCN=C2NS(=O)(=O)c3ccccc32)cc1 (stereo not given),-8,4,-2.4,-5,2,-5,-4,-2,-1,-3
CC(=O)N1CCC2(CC1)C(C#N)=C(N)Oc1n[nH]c(CSc3ccc(C)cc3)c12,-1,12,7.0,-8,3,16,-12,8,.,-8
C#CCSc1nnc(-c2ccccc2)c(=O)[nH]1,-1,-6,-0.7,-6,3,-6,6,-2,-3,0
COc1ccc(Cl)cc1NC(=O)CCN1C(=O)C2CC=CCC2C1=O (stereo not given),5,26,-2.2,-5,7,0,-26,18,1,-1
Cc1ccccc1N1CCN(c2ncnc3scc(-c4cccs4)c23)CC1,-8,15,0.9,3,9,23,-15,9,-9,-7
COC(=O)c1c(Cl)c2n3ccccc3c(C)c(-c3ccccc3)c-2c1C(=O)OC,-12,-38,1.6,4,4,0,38,8,-2,-12
COc1cccc(/C=C/C(=O)OCC(=O)NCCC2=CCCCC2)c1,-6,-8,1.6,-2,3,1,8,9,-1,16
CC1CC1C(=O)OCC(=O)NCc1ccccc1 (stereo not given),-8,11,-0.1,-2,-7,-9,-11,1,0,4
COc1ccc(-c2ccc3c(N)c(C(=O)c4cccc(OC)c4)sc3n2)cc1,4,25,0.3,7,0,6,-25,-7,.,7
C=CCn1c(CSCc2ccc(C)cc2)nnc1SCC(=O)NCc1ccccc1,-4,35,2.3,1,9,-8,-35,-5,-2,-7
Nn1c(Cc2ccccc2)nc2sc3c(c2c1=O)CCC3,-9,.,2.1,-1,0,-4,.,-7,-5,-5
Clc1ccc(SCCn2cncn2)cc1,2,5,-4.5,2,0,-3,-5,-3,1,.

Next section.
structure,dFosB act,SR-BI DiI inh,CDK5 inh,cardiac RTF act,HTR5A ag,PvdQ acylase,SR-BI uptake up,Rtt109 HAT inh,Wnt act,MITF act
O=c1c(/C=C(\O)c2ccccc2)nc2ccccc2n1-c1ccccc1,-16,23,0.3,10,5,-14,-23,-2,.,49
O=C(CSC(=S)N1CCOCC1)Nc1ncc2c(n1)CCCC2=O,-3,-8,1.6,-1,2,-16,8,-2,0,.
CC1CCN(c2ccccc2NC(=O)c2ccc(F)cc2)CC1,3,26,0.4,-3,4,-6,-26,7,.,.
COc1cccc(CN2CCNC(=O)C2CC(=O)NCCN2CCCCC2=O)c1 (stereo not given),-1,-3,-1.6,0,-2,1,3,8,-2,-9
C#CCn1c(=NC(=O)CN2C(=O)CCC2=O)sc2cccc(C)c21,-8,-17,0.7,1,10,2,17,5,-7,-7
CN(CC(=O)Nc1ccccc1Cl)C(=O)CCc1nc2ccccc2c(=O)[nH]1,-3,-6,-0.8,1,7,9,6,-3,1,-6
Cc1ccc(/S(C)=N/S(=O)(=O)c2ccc(C)cc2)cc1 (stereo not given),-2,-4,0.6,-1,0,-9,4,4,0,0
CC1(C(=O)Nc2nc3ccccc3s2)CC1(Br)Br (stereo not given),-7,-6,1.7,6,4,3,6,5,14,83*
Cc1cc(C(=O)N2CCCC(N3CCN(c4cccc(Cl)c4)CC3)C2)no1 (stereo not given),-5,4,0.2,-2,-1,7,-4,1,-3,10
CC(c1ccon1)N(C)C(=O)c1ccc(OC2CCN(C(=O)C3CC3)CC2)cc1 (stereo not given),-7,5,-0.9,-4,8,4,-5,12,2,2
CC(N)C12CC3CC(CC(O)(C3)C1)C2 (stereo not given),3,-25,-1.4,-1,2,-7,25,11,-3,1
O=C(CSc1nnc(-c2ccc(O)cc2)n1Cc1ccco1)c1cccs1,-5,13,-2.0,2,-4,-5,-13,6,.,.
COC(=O)/C=C/c1ccc(-n2ccnc2)cc1,-2,-2,1.2,0,1,-5,2,-2,4,14
CSc1ncnc2c1ccn2CC(=O)Nc1ccc(C)c(C)c1,8,-16,-0.7,-5,5,-5,15,-9,-1,14
CCNC(=S)N1CCN(S(=O)(=O)c2cccc(C(F)(F)F)c2)CC1,-5,-27,-0.9,3,2,-8,27,6,.,6
COc1cccc(C(=O)N(c2ccccc2)C2C=CS(=O)(=O)C2)c1 (stereo not given),-5,-23,-1.9,-7,4,4,23,17,0,-7

Arranged by number of heavy atoms (low to high): some entries from above.
structure,dFosB act,SR-BI DiI inh,CDK5 inh,cardiac RTF act,HTR5A ag,PvdQ acylase,SR-BI uptake up,Rtt109 HAT inh,Wnt act,MITF act
CC(N)C12CC3CC(CC(O)(C3)C1)C2 (stereo not given),3,-25,-1.4,-1,2,-7,25,11,-3,1
COC(=O)/C=C/c1ccc(-n2ccnc2)cc1,-2,-2,1.2,0,1,-5,2,-2,4,14
CC1(C(=O)Nc2nc3ccccc3s2)CC1(Br)Br (stereo not given),-7,-6,1.7,6,4,3,6,5,14,83*
Cc1ccc(/S(C)=N/S(=O)(=O)c2ccc(C)cc2)cc1 (stereo not given),-2,-4,0.6,-1,0,-9,4,4,0,0
CSc1ncnc2c1ccn2CC(=O)Nc1ccc(C)c(C)c1,8,-16,-0.7,-5,5,-5,15,-9,-1,14
CCNC(=S)N1CCN(S(=O)(=O)c2cccc(C(F)(F)F)c2)CC1,-5,-27,-0.9,3,2,-8,27,6,.,6
O=c1c(/C=C(\O)c2ccccc2)nc2ccccc2n1-c1ccccc1,-16,23,0.3,10,5,-14,-23,-2,.,49
O=C(CSc1nnc(-c2ccc(O)cc2)n1Cc1ccco1)c1cccs1,-5,13,-2.0,2,-4,-5,-13,6,.,.
CN(CC(=O)Nc1ccccc1Cl)C(=O)CCc1nc2ccccc2c(=O)[nH]1,-3,-6,-0.8,1,7,9,6,-3,1,-6
COc1cccc(CN2CCNC(=O)C2CC(=O)NCCN2CCCCC2=O)c1 (stereo not given),-1,-3,-1.6,0,-2,1,3,8,-2,-9

Not a hit list. About 4.4% of those tested had a hit in this group.
